# From PubChem
# AmpC inh det = blocks E. coli AmpC beta-lactamase in presence of detergent; P00811; purified AmpC, nitrocefin hydrolysis with detergent; Potency, µM (top dose mostly 28.7 µM), for the others: at the top dose activity change, negative = inhibition; 71,000 tested, 0.09% active; AID 584; active = well fitted curve in the direction sought with a large enough effect
# Target sequence (P00811 whole entry, looked up): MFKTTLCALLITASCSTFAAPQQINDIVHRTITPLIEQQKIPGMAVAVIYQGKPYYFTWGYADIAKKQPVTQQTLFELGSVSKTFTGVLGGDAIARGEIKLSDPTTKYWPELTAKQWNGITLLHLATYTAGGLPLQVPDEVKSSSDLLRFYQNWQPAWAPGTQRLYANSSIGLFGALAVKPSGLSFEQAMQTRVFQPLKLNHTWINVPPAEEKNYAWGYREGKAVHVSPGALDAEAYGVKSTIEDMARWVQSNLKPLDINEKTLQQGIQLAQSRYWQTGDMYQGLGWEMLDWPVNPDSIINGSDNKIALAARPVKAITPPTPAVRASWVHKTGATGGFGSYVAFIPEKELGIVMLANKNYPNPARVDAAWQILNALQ
#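 E. coli AmpC (5.3 nM) in 20 mM phosphate pH 7.0 with 0.01% Triton X-100, preincubated 15 min RT with compound; nitrocefin (2 uL of 800 uM stock) hydrolysis followed by 480 nm absorbance every 20 s over 4 min.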
# Starred values were filed as active, the others as inactive; & = joins results of further samples; [ ] = remark or other dose. % is set by controls: 0 for no effect and ±100 for the full control effect; potency is the fitted concentration of half-maximal effect.
SMILES,AmpC inh det
CCOc1ccc(-c2nnc(SCC(=O)N3CCN(c4ccccc4)CC3)o2)cc1,6%
O=C(CN1C(=O)c2ccccc2S1(=O)=O)N1CCN(c2ccccc2)CC1,-4%
CN1C(=O)C(Cc2ccc3c(c2)OCO3)C(=O)N(C)C1=O,7%
CCOC(=O)c1[nH]cnc1C(=O)Nc1cccc(N)n1,-2%
CC(=O)NC1CC(C)(C)N(OC(C)=O)C(C)(C)C1,-3%
CCOC(=O)N1CCN(C(=O)c2n[nH]c(=O)c3ccccc23)CC1,1%
O=C(CSc1nc2c(c(=O)n1-c1ccccc1)SCC2)N1CCN(c2ccccc2)CC1,-2%
CSCCC(NS(=O)(=O)/C=C/c1ccccc1)C(=O)N1CCC(C)CC1 (stereo unspecified),0%
CC1CC(=O)C2=C(C1)OC(N)=C(C#N)C2c1coc2ccccc2c1=O (stereo unspecified),7%
COCCNc1nnc(SCC(=O)c2ccc3c(c2)OCO3)s1,-3%
Cc1ccc(NC(=O)Cn2nnc(C(=O)NCc3ccccc3)c2N)cc1C,0%
CC1Cc2ccccc2N1C(=O)C1CCCN1S(=O)(=O)c1ccc(Cl)cc1 (stereo unspecified),-3%
Cn1nc(C(C)(C)C)cc1C(=O)NCc1ccc(N2CCCC2=O)cc1,-2%
N#Cc1cn(CC(=O)NCc2cccnc2)c2ccccc12,-2%
O=c1c2c3nc4ccccc4nc3n(Cc3ccccc3)c2ncn1Cc1ccco1,-3%
CCOC(=O)N1CCN(S(=O)(=O)c2ccc3c(c2)CCN3C(=O)CC)CC1,-5%
CCn1cc(C(=O)NCc2cccs2)c(=O)c2cc(S(=O)(=O)N3CCOCC3)ccc21,-2%
O=S(=O)(c1cccc2c(Cl)cccc12)N1CCCNCC1,-2%&-3%
CCOC(=O)Cn1c(C)cc(=O)c2cccc(C)c21,11%
CCOc1cc(S(=O)(=O)n2cc(-c3ccc(F)cc3)c(N)n2)cc(OCC)c1OCC,-3%
CCCNC(=O)C1CC(=O)N(c2ccc(OCC(=O)Nc3cccc(C)c3C)cc2)C1 (stereo unspecified),10%
CCOC(=O)c1sc(NC(=O)CSc2nnc(C(C)C)n2CC)nc1C,11%
O=C(CN1C(=O)c2ccccc2C1=O)N1CCCCC1,-2%
O=C(O)CNC(=O)c1ccc(CO)o1,6%
COC(=O)c1c(C)oc2cc(Br)c(OCC(=O)C(C)(C)C)cc12,23%

# The list goes on (7 carried over from the part before).
SMILES,AmpC inh det
CCOC(=O)Cn1c(C)cc(=O)c2cccc(C)c21,11%
CCOc1cc(S(=O)(=O)n2cc(-c3ccc(F)cc3)c(N)n2)cc(OCC)c1OCC,-3%
CCCNC(=O)C1CC(=O)N(c2ccc(OCC(=O)Nc3cccc(C)c3C)cc2)C1 (stereo unspecified),10%
CCOC(=O)c1sc(NC(=O)CSc2nnc(C(C)C)n2CC)nc1C,11%
O=C(CN1C(=O)c2ccccc2C1=O)N1CCCCC1,-2%
O=C(O)CNC(=O)c1ccc(CO)o1,6%
COC(=O)c1c(C)oc2cc(Br)c(OCC(=O)C(C)(C)C)cc12,23%
Cn1c2c(c3ccccc31)CCSC2=O,0%
CCOc1ccc(CCNC(=O)Cc2nn[nH]n2)cc1OCC,-7%
COc1cccc(N2CCN(CC(=O)NCc3cccs3)CC2)c1,2%
COC(=O)COc1ccc(S(=O)(=O)Nc2cc(OC)ccc2OC)cc1,-1%
CC(=O)C1=C(O)C=C2Oc3c(C(C)=O)c(O)c(C)c(O)c3[C@]2(C)C1=O,-1%
O=C(O)Cn1ccnc1,-3%
CC1CCN(S(=O)(=O)N2CCC(C(=O)N3CCC(N(C)CC4CCCO4)CC3)CC2)CC1 (stereo unspecified),16%
N#Cc1c(-c2ccco2)nc(SCC(=O)Nc2cccc(Cl)c2)[nH]c1=O,-6%
N#Cc1cc(-c2ccccc2)nn1-c1ccccc1,-16%
CCOC(=O)Cn1c(CN2CC(C)OC(C)C2)nc2c1c(=O)n(C)c(=O)n2C (stereo unspecified),5%
CCn1c(SCC(N)=O)nnc1-c1ccc(OC)c(OC)c1,0%
CCOC(=O)CN1C(=O)C(O)=C(C(C)=O)C1c1ccc(F)cc1 (stereo unspecified),2%
CCC(=Nc1ccc(OC)cc1OC)c1c(O)n(C2CCCCC2)c(=O)[nH]c1=O,0%
Cc1onc(-c2ccccc2)c1C(=O)Nc1ccnn1C1CCCCC1,3%
CC(=O)N1CCN(C(=O)CNc2cc(C(F)(F)F)ccc2OCC(F)(F)F)CC1,-1%
Cn1cnc(CCN)c1,-1%
CC(C)NC(=O)N1CC[C@@]2(CCCN(C(=O)c3cc(C(F)(F)F)cc(C(F)(F)F)c3)C2)C1,-1%
N#Cc1cccc(NC(=O)COc2ccc(-n3ccnc3)cc2)c1,-1%
Cc1nnc2ccc(Oc3ccc(-c4ccccc4)cc3)nn12,8%
CCOc1cc(C(=O)OCC(=O)c2c(C)[nH]c3ccccc23)ccc1OCC(=O)N1CCOCC1,10%
O=C(O)C1CCCCC1C(=O)NCCc1ccccc1 (stereo unspecified),-7%
CCOC(=O)c1c(C)n(C)c2ccc(OCC(O)Cn3nc(C)c(Br)c3C)cc12 (stereo unspecified),1%
O=C(NC1CCN(C(=O)NC2CCCCC2)CC1)c1ccco1,11%
CN(C)c1ccc(P(=O)(OC2CCCCC2)C(O)c2cccnc2)cc1 (stereo unspecified),9%
COc1ccc(C2Sc3nncn3N2Cc2ccc(C#N)cc2)cc1 (stereo unspecified),-5%
SMILES,AmpC inh det
CCCn1c(SCC(=O)Nc2nnc(-c3ccccc3)s2)nnc1-c1ccccn1,-4%
COc1ccccc1CNC(=O)C1CCN(c2nc3ccccc3o2)CC1,0%
CC1=CC=CC2=NC(=O)CC(C)(C(=O)N(CC(=O)NC(C)C)C3CCCC3)N12 (stereo unspecified),0%
CCc1ccccc1NC(=O)c1cnccn1,0%
COCC(=O)OCn1nnc2ccccc2c1=O,-5%
C[C@](N)(Cc1ccc(O)c(O)c1)C(=O)O,-1%
CCN1CCN(c2nc3sc4c(c3c3ncnn23)CC(C)CC4)CC1 (stereo unspecified),10%
CCCN1CCc2cccc3c2[C@@H]1Cc1ccc(O)c(O)c1-3,-1%
c1ccc(-c2nc3ccccc3c3nncn23)cc1,-2%
CCC(C)(C)n1nnnc1C(CC(C)C)N1CCC(C(N)=O)CC1 (stereo unspecified),-4%
COc1ccc(OCC(=O)OCCN2C(=O)c3ccccc3C2=O)cc1,5%
CCOc1ccc2nc(SCC(=O)NCc3ccco3)sc2c1,-3%
CCOc1cccc(C2C(C#N)=C(N)Oc3cc(C)n(Cc4ccccn4)c(=O)c32)c1OCC (stereo unspecified),1%
Cc1cc(C(=O)OCC(=O)NC(=O)NC(C)(C)C)c(C)o1,-3%
CCc1ccccc1N1CC23C=CC(O2)C(C(=O)O)C3C1=O (stereo unspecified),13%
O=C(NCC1CCCO1)C1CCN(S(=O)(=O)c2cccnc2)CC1 (stereo unspecified),-6%
COc1ccc(OCCN(C)Cc2ccccc2)cc1,2%
CC(=O)NC(CCS(C)(=O)=O)C(=O)Nc1ccc(Oc2ccccc2)cc1 (stereo unspecified),12%
COc1ccc(NC(=O)C2C(=O)N(CCO)C3(C)CC2c2ccccc2O3)cc1 (stereo unspecified),-6%
CN1c2ccccc2C(C)(C)C12C=Cc1cc(O)ccc1O2 (stereo unspecified),6%
Nc1nccc(Nc2ccc(S(N)(=O)=O)cc2)n1,-9%[5.75 µM]
CN(C)c1ncc2nc(-c3ccc(F)cc3)c(=O)n(CCc3ccccc3)c2n1,-2%
O=C(O)CCN1C(=O)c2ccncc2C1=O,-3%
CC(C)CNC(=O)c1cccc(Cn2cc(Cl)cn2)c1,-2%
c1cncc(C2CCCCN2Cc2ccc3c(c2)OCO3)c1 (stereo unspecified),9%

# Given with each value named: entries from further up.
CCCn1c(SCC(=O)Nc2nnc(-c3ccccc3)s2)nnc1-c1ccccn1
  AmpC inh det = -4%
COc1ccccc1CNC(=O)C1CCN(c2nc3ccccc3o2)CC1
  AmpC inh det = 0%

# More entries:
SMILES,AmpC inh det
CN(C)CN1C(=O)S/C(=C2/C(=O)N(CN(C)C)c3ccccc32)C1=O,-1%[5.75 µM]
Cc1nn(C)c(C)c1S(=O)(=O)N(CC(=O)NCc1ccco1)c1ccc(C(C)C)cc1,5%
N=c1n(CCN2CCCCC2)c2ccccc2n1CC(O)c1cccc(Br)c1 (stereo unspecified),-4%
CCC/C=C(\CCC)C(NC(=O)OCC(C)C)c1ccccc1 (stereo unspecified),2%
O=C(O)C1CSC(c2ccncc2)N1 (stereo unspecified),15%
Brc1ccccc1-c1nnc2sc(-c3ccc4c(c3)OCCO4)nn12,-6%
Cc1ccc(Nc2nnc(SCc3cc(=O)n4ccsc4n3)s2)c(C)c1,10%
O=C(CSc1nc2c(sc3ccccc32)c(=O)n1CCO)NCC1CCCO1 (stereo unspecified),-6%
Cc1ccc(CS(=O)(=O)CCC(=O)NCc2cccs2)cc1,-3%
Cn1c(=O)cc(SCC(=O)Nc2cccnc2)c2ccccc21,-4%
N#Cc1ccccc1NC(=O)c1ccc(-c2ccccc2Cl)o1,14%
CCOC(=O)C(C)Sc1nc(-c2ccc(OC)cc2)nc2c1c(=O)n(C)c(=O)n2C (stereo unspecified),11%
O=C(CSc1nnnn1Cc1ccccc1)c1ccccc1,1%
COc1ccc(C(NC(=O)c2ccco2)c2ccc(OC)c(OC)c2)cc1OC,11%
COC(=O)c1ccc(C2C3=C(Nc4nnnn42)c2ccccc2OC3)cc1 (stereo unspecified),-3%
Cc1cccc(CNc2ccnc(-c3ccccc3Cl)n2)c1,9%
CCCn1c(SCC(=O)NC2CCCCC2)nnc1-c1ccncc1,9%
CCOC(=O)C(C(=O)OCC)C(C)C#CCN1CCCCC1 (stereo unspecified),1%
Cc1nc(NCc2ccccc2)c2nc(-c3ccccc3)n(CC(C)(C)CN(C)C)c2n1,12%
CCN1C(=O)CC(C(=O)Nc2ccc(F)cc2)SC1=Nc1ccc2c(c1)OCO2 (stereo unspecified),0%
COc1ccc(C(=O)CSc2nnc(COc3ccccc3)n2Cc2ccco2)cc1,-2%
O=C(O)C1C(C(=O)O)C(C(=O)O)C1C(=O)O (stereo unspecified),-2%[5.75 µM]
Cn1c(C(C#N)C(=O)c2sc3ccccc3c2Cl)nc2ccccc21 (stereo unspecified),-1%
c1ccc(N2CCCC3(CCNCC3)C2)nc1,-1%
O=C(OCc1nnc(-c2ccccc2)o1)c1ccco1,-1%

# Ordered by molar mass (lowest first): four of the compounds above.
SMILES,AmpC inh det
Cc1cccc(CNc2ccnc(-c3ccccc3Cl)n2)c1,9%
N#Cc1ccccc1NC(=O)c1ccc(-c2ccccc2Cl)o1,14%
Cc1ccc(CS(=O)(=O)CCC(=O)NCc2cccs2)cc1,-3%
Cc1nn(C)c(C)c1S(=O)(=O)N(CC(=O)NCc1ccco1)c1ccc(C(C)C)cc1,5%

# Remaining list, next part.
SMILES,AmpC inh det
CC1Cc2ccccc2N1S(=O)(=O)c1cccc(C(=O)NCCCO)c1 (stereo unspecified),-1%
O=C(NCc1ccco1)c1cccc(F)c1,2%
N#Cc1ccc(N2CCNCC2)c(F)c1,3%
Cc1ccc(C(C(=O)NC2CCCC2)N(Cc2ccco2)C(=O)CCC(=O)Nc2ccccn2)cc1 (stereo unspecified),-4%
O=c1[nH]c(=O)n(Cc2ccco2)c(O)c1C=NC1CC1,0%
COc1ccc2ccccc2c1C1CC(=O)N2CN(C3CCCCC3)CSC2=C1C#N (stereo unspecified),12%
Cc1ccc(Cc2cnc(N)s2)o1,-2%
Cc1occc(=O)c1O,14%
Cn1c(=O)[nH]c(=O)c2c1nc(NC1CCCCC1)n2CC(=O)NC1CCCCC1,-6%
COc1ccc2nc(NC(=O)CN(c3ccc(C)cc3)S(=O)(=O)c3c(C)nn(C)c3C)sc2c1,-3%
COC(=O)CSc1nnc(CNC(=O)c2ccccc2OC)n1C,7%
Cc1ccc(Nc2nc(C)c(CCC(C)C)c(=O)[nH]2)cc1,-8%
O=C(CCCN1C(=O)c2ccccc2C1=O)NCCCN1CCOCC1,-4%
CCOC(=O)C1CCN(S(=O)(=O)c2cccc3nonc23)CC1,0%
C=CCN(CC=C)S(=O)(=O)c1ccc2nc(NC(=O)C(C)C)sc2c1,-4%
CC(=O)N1CCC2(CCCN(c3ccc(-c4ccccc4)cc3)C2)CC1,-2%
O=C(CCOc1ccccc1)OCC(=O)c1cc2ccccc2o1,-3%
CCN(CC)CCCN=C(C)c1c(O)n(-c2ccccc2)c(=O)[nH]c1=O,-2%
CCCCNC1C(CC)C(CCC)C(C#N)(C#N)C1(C#N)C#N (stereo unspecified),-3%
C/C(Cl)=C\CSc1nnc2n(N)c(=O)c3ccccc3n12,6%
CCOC(=O)Cc1csc(NC(=O)CSc2nnc(C3CC3)n2C)n1,10%
CCc1c(C(=O)NC2CCCCC2)[nH]c(C)c1C(C)=O,-2%
COc1cccc(C(=O)NCCN2CCN(c3ccc(Cl)cc3)CC2)c1,-5%
Cc1c(NC(=O)C2CCCN2S(=O)(=O)c2ccc(Cl)cc2)c(=O)n(-c2ccccc2)n1C (stereo unspecified),2%
COC(=O)c1cccc(COC(=O)CNC(=O)c2ccco2)c1,-3%
SMILES,AmpC inh det
CN(C)/C=N/c1c(C(=O)NCc2ccccc2)nnn1Cc1ccccc1,10%
O=C(Nc1ccc2oc(Cc3ccc(Cl)cc3)nc2c1)c1cccnc1,-5%
Cc1cc(C(=O)Nc2sc(C)c(-c3ccc(F)cc3)c2C(N)=O)no1,4%
COc1cc(C(=O)N(C)c2nnc(-c3cccnc3)s2)cc(OC)c1OC,-5%
O=c1cccc2n1CC1CC2CN(C(c2cccc(F)c2)c2sc3ncnn3c2O)C1 (stereo unspecified),12%
Cc1cc(=O)oc2cc(O)cc(O)c12,4%
O=c1c(CCc2ccccc2)nc2cncnc2n1Cc1ccccc1Cl,-1%
CCCCN(C)S(=O)(=O)c1ccc(C(=O)Nc2nnc(CSC)o2)cc1,-3%
CC(C)Cn1cc(C(=O)N2CCN(c3ccccn3)CC2)c2c3ccccc3n(C)c2c1=O,13%

# Not all compounds are listed; the hit share may differ from the screen's.
